Screening results: PubChem, Broad Institute
LGR2 inh: inhibitors of bursicon-induced LGR2 CRE-luciferase signal, primary screen, cell-based, HEK293, CRE-luciferase reporter, bursicon stimulation; 380,000 tested, 0.35% active; bursicon-stimulated, 4 h; inhibition, % at 9.99 µM;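 active = drop in luminescence signal, shown as inhibition above about 50% in the replicate tests, limit read from the data, passing the limit was not always enough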;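 note: agonist challenge used bursicon conditioned medium at about half maximal strength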
EWS-Fli block: EWS/Fli-driven NR0B1 reporter inhibitors, primary screen, A673 cells, NR0B1 luciferase, luminescence, MLPCN library; 350,000 tested, 0.67% active; inhibition, % at 12.6 µM; viability-normalised; AID 651661, 2012;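 active = mean inhibition of at least 50% after viability correction, with every replicate also passing that limit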;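 note: firefly luciferase signal divided by Alamar Blue viability fluorescence both relative to DMSO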
PglD inh: C. jejuni PglD acetyltransferase inhibitors, primary screen, biochemical, DTNB colorimetric, single point. purified PglD enzyme, DTNB colorimetric CoA detection. inhibition, % at 12.5 µM. 360,000 tested, 0.098% active. AID 602405, 2012; in the data active = inhibition above about 16%, passing the limit was not always enough; note: strong numbers were not always called active
S100A4 MyoIIA: inhibitors of S100A4-myosin IIA peptide binding, primary screen, biochemical, fluorescence polarization, TAMRA-MyoIIA peptide; Protein S100-A4 (Homo sapiens), P26447; 360,000 tested, 0.14% active; inhibition, % at 10.7 µM;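 active = mean inhibition of at least 70% across replicates, with every replicate also reaching that level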
Target sequence (P26447 whole entry, looked up): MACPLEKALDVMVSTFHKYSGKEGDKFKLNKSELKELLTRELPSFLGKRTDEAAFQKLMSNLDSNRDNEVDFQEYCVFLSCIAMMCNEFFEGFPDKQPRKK
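assay system = human S100A4 monomer with TAMRA-labelled myosin IIA peptide | also added = labelled myosin peptide probe, 5 nM | incubation = 5 min between mix addition and reading | control set = DMSO and TFP controls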
ERAP1 inh: human ERAP1 aminopeptidase inhibitors, primary screen, biochemical, single point, plate reader | Endoplasmic reticulum aminopeptidase 1 (Homo sapiens), Q9NZ08 | recombinant ERAP1, Leu-AMC fluorescence, 60 min | inhibition, % at 10.7 µM | 340,000 tested, 0.15% active | AID 652197, 2013;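 active = mean replicate inhibition of at least 30%, or all replicates individually reaching that 30% level; inactive = mean below 30% and not every replicate reaching it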;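 note: 0% = neutral control wells and 100% = L-leucinethiol positive control wells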
PAX8 inh HTS: inhibitors of PAX8-driven TPO luciferase reporter, primary screen, RMG-I cells, single concentration; SteadyGlo, 24 h; inhibition, % at 12.6 µM; 360,000 tested, 1.2% active; AID 652154, 2013;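 active = mean replicate inhibition at least 60% with every replicate also reaching 60%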;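 note: luciferase light reporting Pax8 driven TPO promoter activity; plate controls were median of neutral control wells for no effect and mitoxantrone controls for full effect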
FN deposit inh: inhibitors of fibronectin matrix deposition, primary screen, AH1F cells, Alexa488-fibronectin fluorescence, plate reader | AID 743247, 2014 | AH1F fibroblasts, overnight | 350,000 tested, 0.086% active | inhibition, % at 12.6 µM;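 active = mean inhibition across replicates of 30% or more, regardless of how many single replicates reach that level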;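 note: positive control wells lacked labelled fibronectin entirely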
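Measured by – fluorescence 485/525 nm · System – AH1F fibroblast monolayer, labelled fibronectin deposition · Amount – 10000 cells per well · Buffer or medium – serum-reduced DMEM (2% serum) · Doses – single dose, pinned · Also added – fluorescent fibronectin at 24 nM final · Schedule – 1 h cell attachment, overnight exposure to compound and label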
PGC1a acetyl inh: inhibitors of PGC1a acetylation signal, primary screen, cell-based, U2OS, AlphaScreen, inhibitor mode | AlphaScreen anti-acetyl-lysine; with virally co-expressed GCN5 acetyltransferase | inhibition, % at 15.6 µM | AID 651687, 2012 | 350,000 tested, 0.17% active;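 active = every replicate shows inhibition of at least 40%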;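 note: 0% = neutral control wells and 100% = positive control wells; some results beyond the cut were filed as inactive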
* = called active by the depositor; . = no result given; & = joins results of further samples.

SMILES | LGR2 inh | EWS-Fli block | PglD inh | S100A4 MyoIIA | ERAP1 inh | PAX8 inh HTS | FN deposit inh | PGC1a acetyl inh
CC(=O)OCC(=O)C1(O)CCC2C3CCC4=CC(=O)CCC4(C)C3(Cl)C(O)CC21C (stereo unspecified) | 18 | -2 | . | -6 | 4 | 17 | 1 | .
CC(C)N(C(=O)CSc1nnc(NC(=O)c2cccs2)s1)C(C)C | . | . | 1 | . | . | -20 | 3 | -8
O=C(COC(=O)c1cccc(OC(F)F)c1)Nc1ncccn1 | 4 | 1 | -1 | 3 | 1 | 2 | -3 | -2
CO[C@@H]1CN(C)C(=O)c2ccc(NC(=O)Nc3ccccc3)cc2OC[C@@H](C)N(C(=O)CC2CC2)C[C@@H]1C | -13 | -23 | 0 | 2 | -1 | . | 11 | -12
CCCNC(=O)N1[C@H](C#N)[C@@H](c2ccc(/C=C/c3ccccc3)cc2)[C@H]1CO | -12 | -31 | 1 | -11 | 0 | 1 | -5 | -14
O=C(NCCNC1CCC(c2ccccc2)CC1)c1ccc(F)cc1 (stereo unspecified) | 21 | 7 | 6 | 5 | -1 | 7 | 6 | .
CC(C)n1cnc2c(Nc3cccc(F)c3)nc(NCCO)nc21 | -4 | -47 | -57 | 1 | -1 | -37 | 2 | -7
CCC1CCCCN1C(=O)COc1cccc2c1CCN(C)C2=O (stereo unspecified) | -4 | 3 | . | 1 | 1 | 13 | . | 0
C/C(=N\NC(=O)CCCNc1ccc(C)cc1)c1ccccn1 | 1 | 0 | . | -12 | 3 | 9 | 4 | .
COc1ccc2c3c([nH]c2c1)[C@@H](CO)N(Cc1ccccc1)CC31CCN(C(=O)Nc2cccc(F)c2)CC1 | -6 | 10 | . | -4 | -1 | . | . | .

The list goes on; it opens with the five that closed the last part.
SMILES | LGR2 inh | EWS-Fli block | PglD inh | S100A4 MyoIIA | ERAP1 inh | PAX8 inh HTS | FN deposit inh | PGC1a acetyl inh
O=C(NCCNC1CCC(c2ccccc2)CC1)c1ccc(F)cc1 (stereo unspecified) | 21 | 7 | 6 | 5 | -1 | 7 | 6 | .
CC(C)n1cnc2c(Nc3cccc(F)c3)nc(NCCO)nc21 | -4 | -47 | -57 | 1 | -1 | -37 | 2 | -7
CCC1CCCCN1C(=O)COc1cccc2c1CCN(C)C2=O (stereo unspecified) | -4 | 3 | . | 1 | 1 | 13 | . | 0
C/C(=N\NC(=O)CCCNc1ccc(C)cc1)c1ccccn1 | 1 | 0 | . | -12 | 3 | 9 | 4 | .
COc1ccc2c3c([nH]c2c1)[C@@H](CO)N(Cc1ccccc1)CC31CCN(C(=O)Nc2cccc(F)c2)CC1 | -6 | 10 | . | -4 | -1 | . | . | .
Cc1ccc(S(=O)(=O)CC(=O)Nc2nnc(C)s2)cc1 | -4 | 8 | -3 | 4 | 0 | -3 | 4 | -2
COc1ccc(-c2ccccc2[C@@H]2[C@@H](CO)N(C(=O)C3CC3)[C@H]2C#N)cc1 | 9 | -2 | . | 1 | 4 | -11 | -11 | 2
CCCCn1c(N)c(N(CC(C)C)C(=O)c2ccc(Br)s2)c(=O)[nH]c1=O | 15 | 8 | 6 | -3 | 2 | 12 | . | -1
CCCOc1ccc(/C=N/NC(=O)CSCc2ccc([N+](=O)[O-])cc2)cc1OCC | -7 | -9 | -3 | 3 | 0 | 83* | 0 | .
CC(C)CC#Cc1ccc([C@@H]2[C@H]3CN(C(=O)Cc4cccnc4)CC(=O)N3[C@H]2CO)cc1 | -4 | 3 | . | 6 | -1 | 0 | . | 10
O=C(O)c1ccc(N/N=C/c2ccc(-c3ccc(Cl)cc3Cl)o2)cc1 | -15 | -35 | . | 2 | . | -71 | -4 | 8
Cc1ccc(NC(=O)CN2C(=O)CCS(=O)(=O)c3ccccc32)cc1Cl | 13 | . | 6 | -10 | 2 | 9 | 0 | -8
COc1ccc(/C=C2/SC(=S)N(NS(=O)(=O)c3ccc(C)cc3)C2=O)cc1 | -13 | 3 | -14 | -4 | 4 | -16 | 6 | .
O=C(COC(=O)c1ccc(F)c(S(=O)(=O)N2CCOCC2)c1)NC1CCCCC1 | -22 | 5 | -2 | 2 | 3 | -6 | 3 | 2
COc1cc(OC)c(OC)cc1/C=N/NC(=O)c1cccc(S(=O)(=O)N2CCOCC2)c1 | -3 | -2 | 1 | -5 | 1 | -6 | 3 | .
Cc1cccc(C)c1NC(=O)C1c2ccccc2OCC(=O)N1CCc1c[nH]c2ccccc12 (stereo unspecified) | -7 | 6 | . | -1 | -4 | 4 | -5 | .
CNc1ccc(-c2cccc(C(C)=O)c2)cn1 | -52 | -39 | 0 | -13 | -2 | . | 3 | -10
N#Cc1ccc(OCc2noc(-c3ccsc3)n2)cc1 | -19 | -17 | -3 | -4 | . | 10 | 6 | 6
O=C(COC(=O)c1cccc(F)c1)Nc1cccnc1Cl | -5 | 10 | 5 | -11 | -3 | -10 | -2 | 10
CCc1ccccc1N1CN(Cc2ccco2)CNC1=S | . | -4 | -1 | -1 | 0 | -26 | 1 | -15
O=C(C[n+]1ccc(C(=O)c2ccccc2)cc1)Nc1cccc([N+](=O)[O-])c1 | -5 | 2 | . | 11 | 2 | -3 | 16 | .
O=C(CSc1nc2ncccc2[nH]1)NCc1ccco1 | 15 | 6 | 0 | -1 | -1 | 7 | 10 | 0
Cc1ccc(S(=O)(=O)N2CCCCC2)cc1NC(=O)CSc1nnc(C2CC2)n1C | -5 | 6 | 3 | -4 | 3 | 3 | 5 | -4
O=C1[C@H]2[C@@H](c3ccc(C(F)(F)F)cc3)N[C@]3(CCCN(Cc4ccc(Br)cc4)C3=O)[C@H]2C(=O)N1Cc1ccccc1 | 28 | 3 | -5 | -2 | 0 | 56 | 2 | -8
CCCNC(=O)C[C@H]1CC[C@H]2[C@@H](COC[C@H](O)CN2C(=O)c2cc(Cl)cc(Cl)c2)O1 | -3 | 10 | 1 | -8 | -3 | -8 | -2 | -6
CC(C)NC(=O)N1CCCCN2[C@H](CO)[C@@H](c3ccc(C#CC4CC4)cc3)[C@@H]2C1 | 16 | 1 | -2 | -6 | 5 | 13 | . | 0
COCCOC(=O)N1C(=O)[C@@]2(c3cc(C#CC4=CCCCC4)ccc31)[C@H](c1ccc(OCCO)cc1)N1[C@H](c3ccccc3)[C@H](c3ccccc3)OC(=O)[C@H]1[C@@H]2C(=O)N1CCc2cc(OC)c(OC)cc2C1 | . | -12 | 4 | 1 | 1 | -2 | . | 1
CCc1noc(C)c1C(=O)N1CCN(S(=O)(=O)c2ccccc2C(F)(F)F)CC1 | 28 | 6 | -3 | 4 | 0 | -2 | 6 | 4
O=C(COc1ncnc2ccccc12)NCc1ccco1 | 8 | -3 | -2 | -4 | 3 | 7 | -7 | -4
CC1CN(S(=O)(=O)c2ccc(F)cc2)CN1C(=O)N1CCOCC1 (stereo unspecified) | -1 | . | -2 | -1 | -4 | 2 | -6 | .
COc1ccc(CCNC(=O)COC(=O)COc2ccc(C#N)cc2)cc1 | -1 | 1 | . | 1 | 1 | 5 | -20 | 1
Cc1ccc(S(=O)(=O)Nc2ccc3c(c2)CC(=O)N([C@H](C)CO)C[C@H](C)[C@H](CN(C)C(=O)Nc2ccc(C(F)(F)F)cc2)O3)cc1 | 3 | -4 | 3 | 0 | -4 | 15 | . | -1
COc1cccc(-c2ccc(CN3C(C(C)C)C(=O)N(Cc4cn(CCC5OCCO5)nn4)CCS3(=O)=O)cc2)c1OC (stereo unspecified) | -10 | 4 | 5 | -1 | 4 | -6 | -4 | -18
CCOC(=O)Cc1csc(NC(=O)CCCCCN2C(=O)c3ccccc3C2=O)n1 | 3&11 | . | -2 | -1 | 5 | . | -1 | -3
C[C@H](NS(=O)(=O)OCC(Cl)(Cl)Cl)C1CC1c1ccccc1 (stereo partly specified) | -24 | 10 | 5 | 2 | 3 | 9 | -5 | .
CC(C)CC#Cc1ccc2c(c1)O[C@@H](CN(C)C(=O)CN(C)C)[C@@H](C)CN([C@H](C)CO)S2(=O)=O | -7 | 8 | 1 | -14 | 0 | . | 11 | -21
CN(C)Cc1ccccc1COc1ccccc1 | -9 | 17 | 4 | 4 | -2 | 13 | 6 | .
CN(C)S(=O)(=O)c1ccc(N2CCCC2)c(C(=O)NCC(=O)Nc2ccc(F)c(F)c2)c1 | 4 | 2 | -2 | 3 | -6 | 15 | 5 | -9
Cn1c(=O)c2sccc2n2c(CCCC(=O)NCCc3ccc(S(N)(=O)=O)cc3)nnc12 | -2 | -6 | -2 | -1 | -3 | -4 | -9 | -4
COc1cc(CN2CCN(CC#Cc3ccccc3)CC2CCO)cc(OC)c1 (stereo unspecified) | . | -3 | 2 | -1 | -2 | 16 | 2 | 5
O=S(=O)(NCC(c1cccnc1)N1CCOCC1)c1ccccc1 (stereo unspecified) | 7 | 0 | . | 2 | 7 | 13 | 8 | -5
Cc1ccc(-c2nn(-c3ccccc3)cc2/C=C/C(=O)Nc2nccs2)cc1 | 3 | . | -2 | . | . | -2 | 4 | 3
O=C(NCc1cc(Cl)cc(Cl)c1)c1ccc2nc([C@@H]3O[C@H](CO)[C@@H](O)[C@H]3O)[nH]c2c1 | -3 | -4 | -2 | -1 | -2 | -8 | -5 | 4
CCc1nc2c(OCc3ccccc3C(=O)OC)cccn2c1N(C)C(=O)CC(C)C | 5 | 1 | 1 | -5 | 0 | -15 | 11 | -3
C[C@@H]1CN([C@@H](C)CO)C(=O)c2cc(NS(C)(=O)=O)ccc2O[C@@H](C)CCCCO[C@@H]1CN(C)C(=O)c1ccncc1 | -12 | -7 | 2 | 1 | 4 | . | . | 9
